# Compound activity as filed in PubChem BioAssay.
# CASP6 VEID inh: blocks human caspase-6 cleavage activity | purified caspase-6, Z-VEID-R110 cleavage fluorescence | inhibition, % at 12.5 µM | P55212 | 0.53% of 350,000 active | AID 686996;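 active = mean inhibition across replicates at least about 35%, with every replicate also reaching that limit, limit read from the data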;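 note: 0% = median of neutral control wells and 100% = no fluorescence left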
# E-sel inducer: induces E-selectin expression in human endothelial cells. HUVEC E-selectin immunofluorescence imaging; normalized: neutral wells 0, TNF-alpha wells 100. activation, % at 7.58 µM. 0.37% of 260,000 active. AID 686992;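 active = mean E-selectin-positive cell signal at least 10% of the positive control, reached in at least 60% of replicates, without over 20% cell loss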;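 note: in these data hits start at about 27%; measured in HUVEC primary endothelial cells; signal is the percent of cells scored E-selectin positive by PE staining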
#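 Test system – human umbilical vein endothelial cells (HUVEC), E-selectin induction · Input – 3,000 HUVEC seeded per well · Buffer or medium – EGM-2, gelatin · Compound dosing – single-point compound dose · Detection – immunofluorescence imaging · Measure – percent E-selectin-positive cells · Controls – TNF-alpha high, DMSO low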
# PglD DTNB: inhibitors of Campylobacter jejuni PglD acetyltransferase | 0.098% of 360,000 active | purified PglD enzyme, DTNB colorimetric CoA detection | inhibition, % at 12.5 µM; in the data active = inhibition above about 16%, passing the limit was not always enough; note: strong numbers were not always called active
# ERp5 block: blocks human ERp5 reductase activity on insulin; Q15084; ERp5 insulin aggregation, absorbance 650 nm, 90 min; inhibition, % at 9.99 µM; 0.05% of 350,000 active;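 active = mean replicate inhibition above about 25%, with every replicate also reaching it, limit read from the data, passing the limit was not always enough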
# RAD54 inh: inhibitors of human RAD54 branch migration | RAD54 Holliday junction branch migration, FAM/BHQ fluorescence | inhibition, % at 10.4 µM | Q92698 | 0.14% of 360,000 active;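 active = mean normalized replicate activity at least 40 and at least half of replicates scoring 40 or more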;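 note: 0% = median of neutral control wells and 100% = median of positive control wells; inhibitors cause a drop in the FAM fluorescence signal; in these data hits start at about 50%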
# Target sequence (Q92698 whole entry, looked up): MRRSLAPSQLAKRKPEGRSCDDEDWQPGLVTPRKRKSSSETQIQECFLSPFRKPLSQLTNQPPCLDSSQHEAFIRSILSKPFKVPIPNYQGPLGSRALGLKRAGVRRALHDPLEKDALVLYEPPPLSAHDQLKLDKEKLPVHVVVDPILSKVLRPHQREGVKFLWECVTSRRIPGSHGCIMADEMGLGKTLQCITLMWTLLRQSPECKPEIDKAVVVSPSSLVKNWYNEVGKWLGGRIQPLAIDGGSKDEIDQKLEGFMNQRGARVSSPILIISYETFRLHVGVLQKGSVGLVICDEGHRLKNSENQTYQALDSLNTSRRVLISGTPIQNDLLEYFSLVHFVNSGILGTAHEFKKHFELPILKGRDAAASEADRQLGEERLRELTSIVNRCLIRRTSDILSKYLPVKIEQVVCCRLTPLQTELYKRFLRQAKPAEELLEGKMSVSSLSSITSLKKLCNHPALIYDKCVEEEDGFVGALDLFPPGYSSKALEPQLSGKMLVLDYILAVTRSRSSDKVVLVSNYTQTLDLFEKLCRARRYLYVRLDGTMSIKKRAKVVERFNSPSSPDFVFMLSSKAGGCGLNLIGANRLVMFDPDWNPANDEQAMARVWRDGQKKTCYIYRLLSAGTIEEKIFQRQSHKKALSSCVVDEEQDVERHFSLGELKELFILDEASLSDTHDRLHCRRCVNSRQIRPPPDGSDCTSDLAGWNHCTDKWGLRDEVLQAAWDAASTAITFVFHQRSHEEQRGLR
# esBAF inh: inhibitors of esBAF chromatin remodeling in mouse ES cells; Bmi1-luciferase knock-in reporter, 24 h; 100% = twice the neutral-well signal; reporter increase, % at 12.5 µM; 2% of 350,000 active; AID 602393; in the data active = activation above about 40%;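 note: 0% = median of the plate's neutral control wells and 100% = double that signal; a rise in the Bmi1 reporter signal indicates esBAF inhibition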
# RAD52 anneal inh: blocks human RAD52 DNA annealing; P43351; recombinant RAD52 DNA annealing, FRET fluorescence; inhibition, % at 18.7 µM; 0.46% of 360,000 active; AID 651710;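 active = every replicate showing at least 50% inhibition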
# ARNT TACC3 PPI: ARNT/TACC3 interaction disruption; AID 623870; Q9Y6A5; 0.66% of 390,000 active; inhibition, % at 9.99 µM; AlphaScreen His-ARNT PAS-B/GST-TACC3 binding, luminescence; TACC3 fragment carries E629A point mutation;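 active = mean inhibition of replicates at least 50% and at least half of replicates each reaching 50%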;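 note: 0% = complete ARNT plus TACC3 wells and 100% = ARNT alone without TACC3; many hits fall short of the cut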
# Starred values were filed as active, the others as inactive; . = no result given; & = joins results of further samples.
no.	molecule	CASP6 VEID inh	E-sel inducer	PglD DTNB	ERp5 block	RAD54 inh	esBAF inh	RAD52 anneal inh	ARNT TACC3 PPI
1	Cc1ccc(S(=O)(=O)NC(=O)Nc2cc(C)on2)cc1	1	.	5	1	-1	10	3	0
2	COc1ccc(S(=O)(=O)Nc2ccc3c(c2)C(=O)N([C@@H](C)CO)C[C@H](C)[C@@H](CN(C)C(=O)c2ccncc2)OCCCC[C@@H](C)O3)cc1	2	1.1	1	0	-1	3	12	-11
3	Cc1nc(-c2ccc(C(=O)Nc3cccc(F)c3)cc2)cs1	0	.	-7	-6	2	-58	-9	0
4	CC1(C(=O)OCC(=O)NC(=O)NCc2ccccc2)CC1(Cl)Cl (centres undefined)	-1	7.2	.	-4	.	.	-3	-6
5	COCCNC(=O)CSc1nc(N)c(NC(=O)c2ccco2)c(=O)[nH]1	2	.	-1	-2	0	0	-13	.
6	Cc1ccc(S(=O)(=O)N2CCC(C(=O)N3CCC[C@H]3C(=O)NCc3ccco3)CC2)cc1	.	.	7	.	2	-2	.	1
7	CNC(=O)C[C@H]1CC[C@@H]2[C@H](COc3ccc(NC(=O)c4cccc(F)c4)cc3C(=O)N2C)O1	-1&-1	0.1&0.1	6&4	-6&0	-4&-4	3&3	-3&-8	-3&-11
8	CCC(=O)N1[C@H](CO)[C@H](c2ccccc2)[C@H]1CN(CC)C(=O)c1ccccc1	-2	0.8	1	7	-4	-2	-2	-4
9	O=C(CSc1nccc(=O)[nH]1)Nc1ccc(Br)c(Cl)c1	.	.	-1	.	4	-4	.	-2
10	CCCC(=O)Nc1nnc(Sc2ccc(N(C)C)cc2)s1	.	.	7	.	11	-5	.	-7

# The last seven records of the section above lead into the next.
no.	molecule	CASP6 VEID inh	E-sel inducer	PglD DTNB	ERp5 block	RAD54 inh	esBAF inh	RAD52 anneal inh	ARNT TACC3 PPI
4	CC1(C(=O)OCC(=O)NC(=O)NCc2ccccc2)CC1(Cl)Cl (centres undefined)	-1	7.2	.	-4	.	.	-3	-6
5	COCCNC(=O)CSc1nc(N)c(NC(=O)c2ccco2)c(=O)[nH]1	2	.	-1	-2	0	0	-13	.
6	Cc1ccc(S(=O)(=O)N2CCC(C(=O)N3CCC[C@H]3C(=O)NCc3ccco3)CC2)cc1	.	.	7	.	2	-2	.	1
7	CNC(=O)C[C@H]1CC[C@@H]2[C@H](COc3ccc(NC(=O)c4cccc(F)c4)cc3C(=O)N2C)O1	-1&-1	0.1&0.1	6&4	-6&0	-4&-4	3&3	-3&-8	-3&-11
8	CCC(=O)N1[C@H](CO)[C@H](c2ccccc2)[C@H]1CN(CC)C(=O)c1ccccc1	-2	0.8	1	7	-4	-2	-2	-4
9	O=C(CSc1nccc(=O)[nH]1)Nc1ccc(Br)c(Cl)c1	.	.	-1	.	4	-4	.	-2
10	CCCC(=O)Nc1nnc(Sc2ccc(N(C)C)cc2)s1	.	.	7	.	11	-5	.	-7
11	O=C1C(=O)N(Cc2cccnc2)C(c2cccc(O)c2)/C1=C(\O)c1ccc2c(c1)OCCO2 (centres undefined)	3	.	2	3	2	4	-8	3
12	Cc1cccc(C)c1OCC(O)CN1CCN(c2ccccc2)CC1 (centres undefined)	.	.	1	0	6	-10	-4	-4
13	NC(=O)/C=C\C(=O)Nc1cccc(C(F)(F)F)c1	2	.	3	-4	-3	-8	-13	-10
14	Cc1ccc(C(C(=O)NC(C)(C)C)N(Cc2ccccc2)C(=O)c2snc(C(N)=O)c2N)o1 (centres undefined)	-2	.	.	0	.	.	-18	-5
15	C[C@H](NC(=O)C[C@@H]1C[C@@H]2c3cc(NC(=O)NC4CCCC4)ccc3O[C@@H]2[C@@H](CO)O1)c1ccccc1	3	-0.1	-1	-6	10	2	2	-17
16	CCOc1ccc(-c2nc(C#N)c(NCc3ccc4c(c3)OCO4)o2)cc1	-4	-0.1	-1	0	1	16	-11	-5
17	O=C(OCC(=O)N1CCN(c2ccccc2)CC1)c1cc(Cl)ccc1[N+](=O)[O-]	3	0.6	1	1	-1	.	8	3
18	O=C1COc2ccc(C(=O)COC(=O)CCCOc3ccccc3)cc2N1	-1	0.0	4	3	2	-10	-12	.
19	COc1ccc(N2CC(C(=O)Nc3cc(C(F)(F)F)ccc3N3CCCC3)CC2=O)c(OC)c1 (centres undefined)	3	5.8	-9	0	-5	16	-4	6
20	Cc1cccc(C(=O)c2cnc3ccccc3c2-c2ccccc2)c1	.	.	1	.	-7	27	.	1
21	CN(Cc1ccc(Cl)cc1Cl)C(=O)c1cccc(S(=O)(=O)NCc2ccccc2)c1	2	.	1	2	5	2	-28	-1
22	[N-]=[N+]=NCc1ccccc1C[C@]1(C(=O)NCCN2CCOCC2)COC(c2ccc(OCCCO)cc2)=N1	0	.	8	-3	-2	.	13	-2
23	COc1cccc(NC(=O)N[C@@H]2C=C[C@H](CC(=O)Nc3ccccc3)O[C@H]2CO)c1	-4	-0.2	3	-1	3	0	-6	-8
24	COC(=O)C1C(=O)C=C(Nc2ccc(F)cc2F)CC1c1ccccc1 (centres undefined)	-5	-0.6	.	4	.	.	-2	-3
25	Cc1ccc([N+](=O)[O-])cc1NC(=O)CSc1nncn1-c1ccccn1	-2	-0.1	0	1	7	3	-15	-2
26	Cc1nnc(Sc2cc(NCCO)c([N+](=O)[O-])c3nonc23)s1	9	-0.8	.	-7	.	.	-3	3
27	O=C(NCCOc1ccccc1)C1Nc2ccc(C(F)(F)F)cc2C2c3ccccc3CC12 (centres undefined)	.	0.4	-5	.	-3	2	.	.
28	COc1cc(C2C(C(=O)Nc3ccc(F)cc3)=C(C)Nc3nc(CCCO)nn32)cc(OC)c1OC (centres undefined)	1	-0.1	2	2	-17	2	3	0
29	C[C@H]1CN([C@@H](C)CO)C(=O)CCCn2cc(nn2)CO[C@H]1CN(C)S(=O)(=O)c1ccc(Oc2ccccc2)nc1	0	0.1	.	0	.	.	8	.
30	CC1(OC(=O)C2CCCC2)C(=O)C=C2C=C(c3ccsc3)N(CCCCO)C=C2C1=O (centres undefined)	.	-0.2	-2	2	-12	-4	-22	8
31	O=C(NCC[C@H]1CC[C@H](NC(=O)C2CCCC2)[C@@H](CO)O1)c1cc(Cl)cc(Cl)c1	-1	-0.5	-3	-2	-5	7	-11	4
32	CO[C@@H]1CN(C)C(=O)c2ccc(NC(=O)C3CCC3)cc2OC[C@@H](C)N(C(=O)CN(C)C)C[C@@H]1C	.	0.5	1	.	11	-1	.	-5
33	Cc1ccc(N(Cc2ccccc2)C(=O)Cc2ccc(S(=O)(=O)N3CCOCC3)s2)cc1	-26	0.0	-3	2	3	17	-24	-1
34	COc1ccccc1N1CCN(/N=C(\C)c2ccc(O)cc2)CC1	0	.	6	2	-4	23	-5	-5

# Down the list, as entered above:
# Entries 31–34 in esBAF inh, in turn: 7, -1, 17, 23
# Entries 31–34 in RAD52 anneal inh, in turn: -11, ., -24, -5
# Entries 31–34 in CASP6 VEID inh, in turn: -1, ., -26, 0

# Compounds were not picked by outcome, and some 3.2% of all compounds hit somewhere here.
